All columns: NCI-60 one-dose screen, growth in % after 48 h at 10 µM unless noted; 100 = growth as untreated, 0 = no growth, -100 = all killed.
SF-295 = SF-295 CNS cancer cells. hit rate 5.6% among 79,000
KM12 = KM12 colon cancer cells. AID 1794800. hit rate 5% among 82,000
SNB-75 = SNB-75 CNS cancer; hit rate 5% among 79,000
SF-539 = SF-539 CNS cancer; hit rate 6.8% among 81,000
SW-620 = SW-620 colon cancer; hit rate 5.2% among 82,000; AID 1794795
HCC-2998 = HCC-2998 colon cancer. hit rate 4.7% among 79,000. AID 1794799
HCT-116 = HCT-116 colon cancer; hit rate 7.3% among 82,000; AID 1794798
SNB-19 = SNB-19 CNS cancer cells. hit rate 2.5% among 81,000
HCT-15 = HCT-15 colon cancer; hit rate 5.2% among 82,000; AID 1794746
Active calls of the source: *; . = no result given; & = joins results of further samples; ! = a repeat was not active. The calls were made as follows: active = growth percent below 10; inactive = the rest.

Compound	SF-295	KM12	SNB-75	SF-539	SW-620	HCC-2998	HCT-116	SNB-19	HCT-15
CCOC(=O)O[C@]1(C(=O)COC(=O)CC)CCC2C3CCC4=CC(=O)C=C[C@]4(C)C3[C@@H](O)C[C@@]21C (stereo not given in full)	128	107	121	93	101	105	104	101	111
CC(=O)OCC1OC(COC(C)=O)(c2ccc(C)cc2)C(OC(C)=O)C1OC(C)=O (stereo not given)	95	112	101	.	100	103	109	98	112
CC(=O)C1=C(C)NC(NNc2ccccc2)=NC1c1ccc(Cl)cc1 (stereo not given)	94	69	81	93	71	102	91	93	74
COC(=O)c1cc(N)cn1C	96	102	109	101	100	111	94	109	111
COc1ccc(/C=C2\CCCC3=C2NC(N)=NC3c2ccc(OC)cc2)cc1 (stereo not given)	104	87	87	107	96	116	79	92	93
C=C1CCC2(C#N)[C@H]3[C@H](CC[C@@H]2C)[C@@H](C)C[C@@H](CC(C)(C)NC(=O)CN2CCC2=O)[C@H]13 (stereo not given in full)	60	43	57	47	75	41	39	40	47
OC(c1ccccc1)c1ccc(-c2ccccc2)cc1 (stereo not given)	107	102	107	120	94	112	103	99	80
COc1ccc2nc(-c3nc(-c4ccccc4)n4ccccc34)[nH]c2c1	61	.	84	105	98	88	86	111	69
CC/C(=C(\c1ccccc1)c1ccc(OCCNC)cc1)c1ccccc1	-99*	-78*	-82*	-98*	-58*	-100*	-96*	.	-94*
CCCn1c2cc(OCc3cn(-c4ccc(Br)cc4)nn3)ccc2c2ccnc(C)c21	66	68	-1.8*	36	47	83	55	54	73
c1ccc(-c2nn[nH]n2)nc1	116	114	95	100	107	101	93	98	108
NCCNC(=O)c1nc(Cn2cc(Br)cn2)no1	103	106	99	101	103	106	107	109	104
Nc1csc(N)n1	102	104	105	109	90	98	111	110	103
CC(=O)NNc1nc(C)cs1	107	114	85	94	108	119	101	108	110
N#CC(c1ccccc1)C(C#N)c1ccc(Cl)cc1 (stereo not given)	97	94	82	102	95	108	95	92	101
Cc1ccc(NC2CNC(=O)NC2=O)cc1C (stereo not given)	110	101	112	94	110	95	104	112	99
O=C1CC(=C/c2ccccc2)/C(=C/c2ccccc2)C1	99	89	88	106	90	101	82	105	86
O=c1[nH]nc(-c2ccc(Br)cc2)cc1Cc1ccc(O)cc1	107	108	92	102	97	118	100	81	105
NS(=O)(=O)c1ccc([N+](=O)[O-])cc1	109	111	.	113	107	111	105	101	103
Nc1nc(N)c(N=Nc2ccc(S(=O)(=O)Nc3ncccn3)cc2)c(=O)[nH]1	113	109	111	105	104	106	97	106	110
COc1cc(CSc2nc3ccc(Cl)cc3c(=O)n2Cc2ccccc2)cc(OC)c1OC	29	24	-34*	5.8*	29	50	21	61	25
COc1cc(C2CC(c3ccc(C(F)(F)F)cc3)=Nc3c(N)nc(N)nc3N2)ccc1Oc1nc(NCCO)nc(N2CCOCC2)n1 (stereo not given)	105&109	109&101	82&86	96&100	94&108	111&112	101&106	76&102	100&109
C1=NN(c2ccccc2)C2C3N(C=NN3c3ccccc3)c3ccccc3N12 (stereo not given)	91	85	100	63	94	59	75	95	99
COc1ccc(-n2cc(-c3ccc(Cl)c(Cl)c3)[nH]c2=O)cc1OC	101	95	92	102	74	96	90	91	93

Next section.
Order of values: SF-295 | KM12 | SNB-75 | SF-539 | SW-620 | HCC-2998 | HCT-116 | SNB-19 | HCT-15
COc1cccc(C(=O)N(C)C)c1
 : 96 | 108 | 88 | 101 | 100 | 114 | 119 | 100 | 102
Fc1cccc(-c2nnc3c4[nH]ccc4ncn23)c1
 : 106 | 98 | 90 | 100 | 109 | 108 | 87 | 112 | 106
COc1ccc(-c2nc(SCC(C)C)nc(Nc3ccccc3)c2C#N)cc1
 : 77 | 98 | 89 | 70 | 68 | 99 | 39 | 81 | 83
CN(C)C(=O)c1ccccc1NC(=O)c1ccccc1[N+](=O)[O-]
 : 103 | 106 | . | 92 | 92 | 94 | 96 | 95 | 96
c1ccc2cc(-c3cnc4nonc4n3)ccc2c1
 : 87 | 58 | 74 | 60 | 54 | 93 | 41 | 74 | 42
Cc1nc(-c2ccccc2)c(-c2ccccc2)nc1Br
 : 97 | 107 | 79 | 85 | 106 | 122 | 99 | 106 | 82
Cn1c(=O)c2c(nc(C#N)n2C)n(C)c1=O
 : 110 | 106 | 70 | 100 | 104 | 99 | 101 | 103 | 105
O=C(CC1Sc2ccccc2NC1=O)NNc1cccc(Cl)c1Cl (stereo not given)
 : 92 | 83 | 92 | 67 | 87 | 88 | 87 | 78 | 97
O=C(NNc1nccc(Nc2ccc(S(=O)(=O)Nc3ccncc3)cc2)n1)c1ccccc1
 : 104 | 101 | 99 | 115 | 106 | 21 | 99 | 109 | 107
Nc1ccc2ccccc2c1N=Nc1ccccc1
 : . | 80 | 61 | 97 | 102 | 80 | 93 | 108 | 76
C=CCc1cc(C(C)(C)CC(C)(C)C)cc(CN(C)C)c1O
 : 114 | 96 | 90 | 114 | 105 | 104 | 107 | . | 113
Clc1ccccc1I
 : 106 | 98 | 85 | 95 | 104 | 100 | 97 | . | 100
C#CCNC(C)=O
 : 96 | 101 | 87 | 98 | 107 | 99 | 112 | 103 | 103
C=CCn1c(SCC(=O)Nc2ccc(C(=O)/C=C/c3cc4cc(OC)ccc4nc3Cl)cc2)nnc1-c1ccc(Br)cc1
 : 92 | 85 | 75 | 89 | 92 | 95 | -44* | 78 | 84
COc1cc(/C=C/C(=O)c2cc(OC)c(OC)c(OC)c2)ccc1Oc1nc2c(c(=O)n(C)c(=O)n2C)n1C
 : -10* | -62* | 31 | -25* | -40* | -86* | -81* | 19 | 0.7*
O=C(CCC(=O)N/N=C/c1ccccc1O)N/N=C/c1ccccc1O
 : 90 | 33 | 79 | 30 | 45 | 46 | 26 | 58 | 23
COc1ccc(C2=NN(/C=C3\SC(=O)NC3=Nc3ccc(F)cc3)C(c3ccc(F)cc3)C2)cc1 (stereo not given)
 : 91 | 98 | 97 | 106 | 99 | 101 | 105 | 95 | 99
CCOC(SCC)C(Nc1ccc([N+](=O)[O-])cc1[N+](=O)[O-])C(OC(C)=O)C(OC(C)=O)C(COC(C)=O)OC(C)=O (stereo not given)
 : 89 | 99 | 119 | 96 | 99 | 97 | 107 | 94 | 94
O=C(CCCCN1CC(=O)N2[C@H](c3ccc(Br)cc3)c3[nH]c4ccccc4c3C[C@@H]2C1=O)NO
 : 100 | 95 | 63 | 72 | 77 | 99 | 64 | 80 | 105
CC1(C)CC[C@]2(C(=O)Nc3ccccn3)CC[C@]3(C)C(=CC[C@@H]4[C@@]5(C)C/C(=C/c6ccco6)C(=O)C(C)(C)[C@@H]5CC[C@]43C)[C@H]2C1
 : 77 | 97 | 70 | 90 | 37 | 96 | 43 | 82 | 58
CCOC(=O)C(C(=O)OCC)(c1ccccc1)c1ccccc1
 : 98 | 111 | 96 | 110 | 106 | . | 89 | 95 | 105
COC(=O)[C@@H](OC(=O)NS(=O)(=O)N(c1ccc(F)cc1)C1CCN(Cc2ccc(F)cc2)CC1)C(C)C
 : 94 | 102 | 97 | 97 | 105 | . | 94 | 91 | 101
O=S(=O)(Nc1cccnc1)c1ccccc1
 : 98 | 106 | 96 | 96 | 102 | 102 | 101 | 103 | 100
Cc1cc2c(c(C)c1Cl)C(=O)/C(=C/c1ccc(O)cc1)O2
 : 102 | 98 | 93 | 94 | 106 | 101 | 95 | 104 | 81
O=C1C=CC(=O)N1c1ccc(-c2nc3ccccc3o2)cc1
 : 98 | 103 | 92 | 106 | 97 | 118 | 110 | 105 | 106
O=C(c1ccccc1)c1c(-c2ccccc2)oc2c1CNC1C=C(Cl)C=CC21 (stereo not given)
 : 90 | 97 | 74 | 89 | 96 | 99 | 94 | 99 | 96
Cc1ccc(/C=C/c2n(Cc3ccc4ccccc4c3)c3ccccc3[n+]2Cc2ccc3ccccc3c2)cc1
 : -98* | -88* | -88* | -97* | -75* | -87* | -41* | -59* | -86*
COc1cc2c(cc1OC)C1(NCC2)C(=O)Nc2c(Br)cc(Br)cc21 (stereo not given)
 : 102 | 93 | 75 | 89 | 97 | 104 | 94 | 102 | 92
CCOC(=O)c1ccc(NC(=O)CSC(CC(=O)c2sc(Nc3ccccn3)nc2C)c2ccccc2F)cc1 (stereo not given)
 : 0.2* | -51* | -3.1* | -27* | 0.2* | -7.2* | 1.1* | 21 | -42*
CC(=O)OC1CCC2(C)C(=CCC3C2CCC2(C)C(C(=O)CC(C#N)(C#N)C(C#N)C#N)CCC32)C1 (stereo not given)
 : 102 | 101 | 112 | 111 | 105 | 117 | 98 | 101 | 104
COC(=O)[C@@H]1CCCC[C@@H]1C(=O)O
 : 99 | 107 | 84 | 102 | 113 | 97 | 100 | 103 | 93
O=S(=O)(Nc1ccc2ccccc2c1)c1ccccc1
 : 93 | 96 | 86 | 96 | 91 | 112 | 100 | 93 | 93
O=C(CSc1ccccn1)C1=S=C2C=CC=CN2C1=O
 : 85 | 110 | 91 | 104 | 111 | 119 | 104 | 92 | 101
COc1ccc2c(c1)oc1c2c2c(c3c4ccccc4n(C)c13)C(=O)N(O)C2=O
 : 104 | 84 | 72 | 91 | 74 | 96 | 83 | 89 | 86
COc1ccc(NC(=O)CSc2nc(C)c(C(C)=O)n2-c2ccc(Cl)cc2)cc1
 : 93 | 96 | 85 | 96 | 96 | 90 | 81 | 91 | 78
CC1(C)CC[C@]2(CO)CC[C@]3(C)C(=CC[C@@H]4[C@@]5(C)Cc6c([nH]c7ccccc67)C(C)(C)[C@@H]5CC[C@]43C)[C@@H]2C1
 : 107 | 87 | 109 | 100 | 91 | 100 | 67 | 96 | 102
Nc1c(S(=O)(=O)O)cc2c3c(cccc13)C(=O)OC2=O
 : 117 | 93 | 79 | 100 | 100 | 102 | 99 | 100 | 96
COC1/C=C/OC2(C)Oc3c(C)c(O)c4c(O)c(c(C=NOC(c5ccccc5)c5ccccc5)c(O)c4c3C2=O)NC(=O)/C(C)=C/C=C/C(C)C(O)C(C)C(O)C(C)C(OC(C)=O)C1C (stereo not given)
 : 1.6* | 5.8* | 17 | 31 | 18 | -39* | 11 | 31 | 13
CC(=O)c1ccc(C)o1
 : 101 | 102 | 104 | 107 | 105 | 116 | 110 | 107 | 110
COc1cc2c(cc1OC)C(=O)/C(=C/c1ccc(OCc3ccccc3)c(OC)c1)C2
 : 95 | 97 | 88 | 103 | 98 | 102 | 96 | 99 | 106
COc1cccc(/C=C/C(=O)c2ccc(NC(=O)c3cc4cc5cc(C)ccc5nc4s3)cc2)c1
 : 94 | 87 | . | 104 | 101 | 107 | 101 | 99 | 100
CCCCCCCCCCCCCCCc1cc(O)cc(O)c1
 : 126 | 93 | 61 | 104 | 105 | . | 89 | 96 | 94
CC1CCCc2sc3nc(NNC(=O)c4cnccn4)n(-c4ccccc4)c(=O)c3c21 (stereo not given)
 : 11&23 | 19&20 | 2.9*! | 6.2* | 20&24 | 41&34 | -13* | 22&26 | 25&26
CN1CCN(c2ccc(-c3c(C#N)c(-c4ccc(Cl)cc4)nc4c3c(-c3ccccc3)nn4-c3ccccc3)cc2)CC1
 : 107 | 106 | 114 | 97 | 96 | 105 | 95 | 95 | 87

Part of the list above, field by field.
> CCCCCCCCCCCCCCCc1cc(O)cc(O)c1
- SF-295: 126
- KM12: 93
- SNB-75: 61
- SF-539: 104
- SW-620: 105
- HCC-2998: .
- HCT-116: 89
- SNB-19: 96
- HCT-15: 94

> CC1CCCc2sc3nc(NNC(=O)c4cnccn4)n(-c4ccccc4)c(=O)c3c21 (stereo not given)
- SF-295: 11&23
- KM12: 19&20
- SNB-75: 2.9*!
- SF-539: 6.2*
- SW-620: 20&24
- HCC-2998: 41&34
- HCT-116: -13*
- SNB-19: 22&26
- HCT-15: 25&26

> CN1CCN(c2ccc(-c3c(C#N)c(-c4ccc(Cl)cc4)nc4c3c(-c3ccccc3)nn4-c3ccccc3)cc2)CC1
- SF-295: 107
- KM12: 106
- SNB-75: 114
- SF-539: 97
- SW-620: 96
- HCC-2998: 105
- HCT-116: 95
- SNB-19: 95
- HCT-15: 87

Screening data as filed in PubChem BioAssay.
